Source: PubChem BioAssay (Sanford-Burnham Center for Chemical Genomics)
PfG6PD inh: PfG6PD enzyme inhibitors, primary screen, biochemical, fluorescence intensity, uHTS | inhibition, % at 20 µM | PfGluPho enzyme, NADPH resazurin-diaphorase fluorescence | actives 0.78% (n = 350,000) | glucose-6-phosphate dehydrogenase-6-phosphogluconolactonase (Plasmodium falciparum 3D7) | AID 504690, 2011;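 active means inhibition reaching at least a set limit at 20 µM in the primary screen, cut at about 59% in these data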;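 further: 0% = DMSO wells with substrate and 100% = DMSO wells lacking glucose-6-phosphate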
UBC13 polyUb: UBC13 polyubiquitin chain formation inhibitors, primary screen, biochemical, TR-FRET, uHTS; actives 0.47% (n = 330,000); inhibition, % at 20 µM; in the data active means inhibition above about 45%, passing the limit was not always enough
SENP8 block-1: SENP8 protease inhibitors, primary screen, biochemical, luminescence | Sentrin-specific protease 8 (Homo sapiens), Q96LD8 | purified SENP8, Z-RLRGG-aminoluciferin cleavage | inhibition, % at 10 µM | actives 1.2% (n = 330,000) | AID 2540, 2010; in the data active means inhibition above about 50%
Target sequence (Q96LD8 whole entry, looked up): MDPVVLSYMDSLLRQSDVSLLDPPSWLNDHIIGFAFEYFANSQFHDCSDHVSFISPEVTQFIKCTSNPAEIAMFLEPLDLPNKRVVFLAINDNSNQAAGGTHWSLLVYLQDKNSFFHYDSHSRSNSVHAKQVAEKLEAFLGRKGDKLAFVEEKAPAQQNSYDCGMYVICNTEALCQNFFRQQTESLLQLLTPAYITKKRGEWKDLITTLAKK
SENP1 inh: human SENP1 catalytic domain inhibitors, primary screen, biochemical, FRET, uHTS; Sentrin-specific protease 1 (Homo sapiens), Q9P0U3; recombinant SENP1 catalytic domain, CyPet-SUMO1-YPet FRET cleavage; inhibition, % at 10 µM; actives 0.21% (n = 360,000);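 active means inhibition at least 30% at 10 µM, raw YFP signal under a set limit, fluorescence ratio 0.5 to 1.5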;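 further: 0% = enzyme with DMSO and 100% = no enzyme wells; some results filed as inactive read as strong as hits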
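Controls: no-enzyme wells low, DMSO-plus-enzyme wells high control. Test system: human recombinant His6-tagged SENP1 catalytic domain enzyme. Reagent: SFCypet-SUMO1-SFYpet FRET protein substrate, 25 nM final. Doses: one dose per compound, 10 µM, 0.5% DMSO. Detection: FRET, CFP and YFP emission. Timing: 50 min reaction at room temperature.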
beta cell repl: inducers of MIN6 beta-cell proliferation, primary screen, ATP luminescence, uHTS | MIN6 cells proliferation, ATPlite luminescence, 48 h; cells starved in 0.2% serum; 100% = growth in 10% serum | proliferation, % at 10 µM | actives 0.29% (n = 330,000) | AID 2380, 2010;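 active means compounds whose signal lies at least 3.5 SD above the mean of all wells on their plate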;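 further: 0% = DMSO-treated cells in low-serum medium and 100% = 10% serum control; some compounds called inactive have numbers as strong as hits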
SENP6 inh: SENP6 protease inhibitors, primary screen, biochemical, luminescence, uHTS | Sentrin-specific protease 6 (Homo sapiens), Q9GZR1 | Recombinant SENP6 catalytic domain, aminoluciferin luminescence | inhibition, % at 10 µM | actives 1.8% (n = 330,000) | AID 2599, 2010;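 active means inhibition above about 50% at the single tested dose, limit read from the data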;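 further: plate controls were DMSO wells with enzyme for no effect and DMSO wells lacking enzyme for full effect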
Target sequence (Q9GZR1 628-1112 limits assumed): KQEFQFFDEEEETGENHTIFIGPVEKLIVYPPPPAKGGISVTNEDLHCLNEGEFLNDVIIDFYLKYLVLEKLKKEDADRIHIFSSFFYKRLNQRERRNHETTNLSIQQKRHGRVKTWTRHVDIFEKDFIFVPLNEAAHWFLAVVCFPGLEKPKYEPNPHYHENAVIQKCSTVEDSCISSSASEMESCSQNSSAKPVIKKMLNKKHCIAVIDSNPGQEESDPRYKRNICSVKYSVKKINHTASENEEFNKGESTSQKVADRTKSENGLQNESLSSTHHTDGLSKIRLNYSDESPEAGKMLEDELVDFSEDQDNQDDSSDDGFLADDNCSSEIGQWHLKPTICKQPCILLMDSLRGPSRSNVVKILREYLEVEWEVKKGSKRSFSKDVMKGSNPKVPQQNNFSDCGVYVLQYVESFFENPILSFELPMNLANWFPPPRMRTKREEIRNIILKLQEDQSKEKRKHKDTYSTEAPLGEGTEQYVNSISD
HKDC1 inhibitor: HKDC1 hexokinase inhibitors, primary screen, biochemical, fluorescence, uHTS; inhibition, % at 20 µM; AID 493160, 2011; actives 0.16% (n = 340,000); recombinant HKDC1, G6PDH/diaphorase resazurin coupled fluorescence; Q2TB90;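 active means inhibition above about 35% when tested at 20 µM, limit read from the data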;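 further: plate controls were DMSO wells with enzyme for no effect and DMSO wells lacking enzyme for full effect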
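Test system: Recombinant HKDC1 (HK5) hexokinase enzyme, produced in-house | Input: HKDC1 at 5 µg/mL | Buffer or medium: Tris pH 8.0 buffer with MgCl2, Tween-20, BSA, BME | Schedule: 90 min reaction incubation at room temperature, dark | Technique: Resazurin-to-resorufin fluorescence via G6PDH and diaphorase coupling, 525/613 nm | Controls: DMSO wells with and without enzyme mix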
SENP7 inh: SENP7 protease inhibitors, primary screen, biochemical, luminescence, uHTS. Sentrin-specific protease 7 (Homo sapiens), Q9BQF6. recombinant SENP7, Z-RLRGG-aminoluciferin luminescence, 40 min. inhibition, % at 5 µM. actives 1.5% (n = 330,000);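 active means inhibition above about 50% at the single test dose, limit read from the data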;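 further: plate controls were DMSO with enzyme for no effect and no enzyme buffer wells for full effect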
Target sequence (Q9BQF6 706-1050 limits assumed): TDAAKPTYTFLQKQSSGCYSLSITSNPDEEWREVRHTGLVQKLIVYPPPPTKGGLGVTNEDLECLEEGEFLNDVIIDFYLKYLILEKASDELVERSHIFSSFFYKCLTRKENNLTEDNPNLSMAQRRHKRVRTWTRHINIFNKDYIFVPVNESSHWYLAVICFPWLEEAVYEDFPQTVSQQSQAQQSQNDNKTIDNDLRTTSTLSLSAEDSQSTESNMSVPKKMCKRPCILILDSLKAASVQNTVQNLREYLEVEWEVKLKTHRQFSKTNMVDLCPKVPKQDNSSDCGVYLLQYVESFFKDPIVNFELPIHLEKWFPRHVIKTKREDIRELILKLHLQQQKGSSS
SENP8 block-2: human SENP8 protease inhibitors, primary screen, biochemical, fluorescence, Nedd8 protein substrate, uHTS | recombinant SENP8 | inhibition, % at 20 µM | actives 0.64% (n = 360,000) | AID 602440, 2012; in the data active means inhibition mostly above about 40%, no sharp cut-off; inactive means mostly below about 27%
Numbers without * were called inactive; x = not tested or not shown.

nr	mol	SENP7 inh	SENP8 block-2	SENP6 inh	beta cell repl	UBC13 polyUb
1	CC1CCCN(CCCN2C(=O)C3C(C(=O)Nc4cccc(Cl)c4)C4C=CC3(O4)C2C(=O)NC2CCCCC2)C1 (stereo not drawn)	-4	14	-1	0	4
2	CCC1CCc2sc(C(=O)NCC3CCCO3)cc2C1 (stereo not drawn)	7	13	-2	-2	0
3	Cc1ccc(N2C(=O)CCC2(C(N)=O)c2ccccc2)cc1 (stereo not drawn)	-4	15	-8	-4	4
4	COc1cccc(C(=O)NC(C)c2cccc3ccccc23)c1OC (stereo not drawn)	-3	15	2	10	3
5	O=C(O)CC1=C(Nc2ccccc2)C(=O)N(c2ccccc2)C1c1ccc(F)cc1 (stereo not drawn)	0	-34	8	-2	4
6	CCN(CC(=O)N1CCCC1)S(=O)(=O)c1ccccc1	-4	21	22	-2	0
7	Cc1ccc(S(=O)(=O)NC(CC(=O)O)c2ccccc2)cc1 (stereo not drawn)	4	16	6	-2	0
8	C[C@]12c3[nH]c4ccc(Cl)cc4c3CCN1C(=O)[C@@H](CC(=O)NCCCn1ccnc1)C[C@@H]2C(=O)N1CCOCC1	7	15	x	x	x
9	CC1(C)CC(=O)C=C(c2ccc3ncccc3c2)C1	2	13	-6	-3	-1
10	O=C(CN(Cc1cccs1)C(=O)CNC(=O)c1ccco1)NC1CCCCC1	-7	21	-16	-3	-10
11	COc1ccc(-c2sc(Nc3ccccc3)n[n+]2-c2ccccc2)cc1Br	16	20	-10	2	8
12	Cc1cccc(N=C2SC(C)CN2C(=O)CN2C(=O)NC3(CCCC3)C2=O)c1 (stereo not drawn)	3	5	-1	-5	4
13	Cc1c(C)c2c(OCC(=O)N[C@@H](C(=O)O)c3ccccc3)cc3c(c2oc1=O)CCC(C)(C)O3	-5	-177	7	1	0
14	CCN1C(=O)c2ccccc2S(=O)c2ccc(C(=O)N3CCOCC3)cc21 (stereo not drawn)	-10	17	4	-2	2
15	COc1cc(OC)c2c(-c3ccccc3)cc(=O)oc2c1C(CCN1CCCC(C)C1)c1ccc(N(C)C)cc1 (stereo not drawn)	-7	19	17	-9	19

nr	PfG6PD inh	HKDC1 inhibitor	SENP1 inh	SENP8 block-1
1	-12	-3	2	-1
2	12	-6	3	-11
3	-3	-2	2	14
4	15	1	-1	2
5	2	-1	1	5
6	-10	-5	-3	-12
7	-6	5	0	2
8	-3	-6	1	x
9	0	12	0	0
10	0	-4	-1	-2
11	12	2	0	-11
12	10	-4	3	0
13	8	21	2	3
14	-5	-8	0	-7
15	4	-2	2	1

The list continues.
nr	mol	SENP7 inh	SENP8 block-2	SENP6 inh	beta cell repl	UBC13 polyUb
16	Nc1nc(N2C(=O)C3CC=CCC3C2=O)nn1-c1ccccc1 (stereo not drawn)	4	9	-12	0	-5
17	O=[N+]([O-])c1cccc(C([O-])=C(C(=S)Nc2cccc3ccccc23)[n+]2ccccc2)c1	x	-305	x	x	x
18	Cc1ccc(NC(=O)C(=O)NCCCN2CCCC2=O)c(C)c1	11	25	-16	2	5
19	Nc1ccc2nc(N)sc2c1	x	26	x	x	x
20	COc1cc(OC)cc(C(=O)NCC(C)NC(=O)c2cc(OC)cc(OC)c2)c1 (stereo not drawn)	-2	16	-17	0	8
21	COc1ccc(OC)c2sc(N(CCN(C)C)C(=O)c3cc(Cl)sc3Cl)nc12	-6	23	-20	-1	10
22	Cc1ccc(Cn2nnc3c(=O)[nH]c(C4CCCN(C(=O)Nc5ccc(F)cc5)C4)nc32)cc1 (stereo not drawn)	-7	9	0	-2	-6
23	O=C(Nc1ccc2c(c1)OCCO2)c1cccc2nc3ccccc3nc12	1	32	-16	2	-8
24	CCOC(=O)c1cc2c(ccn2-c2ccc(F)cc2)n1CC(=O)N(CC)CC	4	-175	-5	-4	1
25	Cc1ccn2nc(C(=O)OCC(=O)N(CC(C)C)C3CCS(=O)(=O)C3)nc2n1 (stereo not drawn)	4	-2	-8	-2	0
26	CCN(C(=O)COC(=O)c1nc2nc(C)cc(C)n2n1)C1CCCCC1	0	12	-17	-4	-6
27	CC(C)[C@H](NC(=O)C1CCN(C(=O)[C@@H]2CCCN2)CC1)C(=O)NCc1ccc(F)cc1	-8	35	-11	-2	8
28	COc1ccc(Br)cc1CNC(=O)Cn1nc(C)n2cccc2c1=O	7	8	1	3	-4
29	CCNc1nnc(CCn2nc(C)c(Br)c2C)s1	-10	6	-5	-2	-3
30	Cc1ccc2c(CN3CCOCC3)cc(=O)oc2c1C	1	20	-1	-5	3

nr	PfG6PD inh	HKDC1 inhibitor	SENP1 inh	SENP8 block-1
16	-5	2	-5	-1
17	15	11	-24	x
18	-7	0	0	-6
19	33	9	2	x
20	-6	-3	-2	2
21	12	1	-1	-6
22	-9	-9	0	-6
23	32	3	3	-2
24	5	6	0	4
25	-11	-4	2	0
26	-32	-5	2	1
27	-6	-5	2	-13
28	-12	4	2	4
29	6	-2	2	-4
30	5	3	2	3

(cont.)
nr	mol	SENP7 inh	SENP8 block-2	SENP6 inh	beta cell repl	UBC13 polyUb
31	COc1ccc(C(=O)CSc2n[nH]c(-c3ccncc3)n2)cc1[N+](=O)[O-]	-5	14	-10	2	1
32	CCn1c(NCc2ccccn2)nc2c1c(=O)n(C)c(=O)n2C	-9	3	4	1	2
33	O=C(NC1CCCCC1)N(Cc1ccccc1)Cc1ccco1	5	28	2	-3	9
34	O=C(NCC(c1cccs1)N1CCOCC1)c1cc2ccccc2o1 (stereo not drawn)	6	17	4	1	-4
35	CCCCN(CCCC)S(=O)(=O)c1ccc2oc(C(=O)N3CCOCC3)c(C)c2c1	-7	11	-2	-2	-5
36	COc1cccc(C(C(=O)NC(C)(C)C)N(CC(C)C)C(=O)CCC(=O)Nc2cc(C)on2)c1OC (stereo not drawn)	3	8	-10	0	2
37	O=C(COc1ccc2ccc(=O)oc2c1)N1CC[C@@]2(O)CCCC[C@H]2C1	-6	-205	1	5	4
38	Cn1c(=O)c2cc(S(=O)(=O)NC(Cc3ccccc3)C(=O)NCc3ccco3)ccc2n(C)c1=O (stereo not drawn)	-4	-14	-13	-1	0
39	Cc1ccccc1C(=O)NNC(=O)C(C)N1C(=O)c2ccccc2C1=O (stereo not drawn)	6	17	-8	-3	4
40	O=[N+]([O-])c1ccc(-c2nc(Nc3cccc(O)c3)c3ccccc3n2)cc1	-4	31	11	-5	9
41	CCCc1[nH]nc2c1C(c1ccc(OC)c(CSC3=NCCS3)c1)C(C#N)=C(N)O2 (stereo not drawn)	10	-49	-3	-6	-1
42	CCOc1ccc(S(=O)(=O)Nc2ccc3c(c2)OCO3)c2cccnc12	1	6	-4	0	-3
43	COc1ccc(-c2cc(C(F)F)n3ncc(C(=O)N4CCc5ccccc5C4)c3n2)cc1	-5	-351	-4	-5	5
44	Cc1ccccc1C(=O)c1cccn1CC(=O)NCc1cccc(Cl)c1	-4	8	7	-1	6
45	CN(c1ccccc1)c1nc(N)c([N+](=O)[O-])c(N2CCCCC2)n1	1	34	-12	0	3

nr	PfG6PD inh	HKDC1 inhibitor	SENP1 inh	SENP8 block-1
31	-15	15	0	-10
32	-16	-3	2	-10
33	-10	-7	0	5
34	0	4	-3	-3
35	-3	16	2	-5
36	-13	-4	2	-2
37	3	-3	0	4
38	9	-6	-3	4
39	15	-1	2	2
40	17	3	0	-9
41	0	2	-7	4
42	11	7	0	-3
43	11	-2	-84	-15
44	10	-3	0	1
45	-9	-6	-2	-2

Part of the list above, showing only SENP6 inh:
cpd	smiles	SENP6 inh
24	CCOC(=O)c1cc2c(ccn2-c2ccc(F)cc2)n1CC(=O)N(CC)CC	-5
25	Cc1ccn2nc(C(=O)OCC(=O)N(CC(C)C)C3CCS(=O)(=O)C3)nc2n1 (stereo not drawn)	-8
26	CCN(C(=O)COC(=O)c1nc2nc(C)cc(C)n2n1)C1CCCCC1	-17
27	CC(C)[C@H](NC(=O)C1CCN(C(=O)[C@@H]2CCCN2)CC1)C(=O)NCc1ccc(F)cc1	-11

Next entries:
nr	mol	SENP7 inh	SENP8 block-2	SENP6 inh	beta cell repl	UBC13 polyUb
46	O=C(C1=C(O)C(=O)N(Cc2ccccc2)C1c1ccncc1)c1ccco1 (stereo not drawn)	-3	5	-6	0	0
47	O=C(NC1CCCC1)C1c2ccccc2C(=O)N1C1CCCCC1 (stereo not drawn)	0	3	3	2	12
48	c1ccc(C2=Nn3c(nnc3-c3cccs3)SC2)cc1	8	8	-1	3	5
49	CC(=O)[C@@]1(O)CCC2C3C=CC4=CC(=O)CC[C@]4(C)C3CC[C@@]21C (stereo partly drawn)	4	10	-2	1	6
50	OC(CNCCNc1ncccc1C(F)(F)F)Cn1ccc2ccccc21 (stereo not drawn)	-8	17	-24	-6	6
51	CC(=O)N1CCN(S(=O)(=O)c2ccc(C)cc2)C1C(C)C (stereo not drawn)	1	29	-9	0	-3
52	CC1CCCC=CC2CC(OC(=O)CN(C)C)CC2C(O)C=CC(=O)O1 (stereo not drawn)	x	22	x	x	x
53	CC(C)CCN(C)C1CCN(C(=O)Nc2c(F)cccc2F)CC1	4	5	-22	1	4
54	NC(=O)C1CCN(Cc2nc3cc(C(F)(F)F)ccc3c(=O)[nH]2)CC1	1	4	-1	0	17

nr	PfG6PD inh	HKDC1 inhibitor	SENP1 inh	SENP8 block-1
46	4	-1	1	-3
47	-4	-14	0	4
48	0	-5	1	6
49	-7	-1	-3	-6
50	22	-2	0	-2
51	10	-2	1	-1
52	0	-10	3	x
53	5	-5	-1	13
54	0	3	-25	3

Entries of single compounds as entered above:
Entry for Cc1ccn2nc(C(=O)OCC(=O)N(CC(C)C)C3CCS(=O)(=O)C3)nc2n1 (stereo not drawn) = SENP7 inh = 4; SENP8 block-2 = -2; SENP6 inh = -8; beta cell repl = -2; UBC13 polyUb = 0; PfG6PD inh = -11; HKDC1 inhibitor = -4; SENP1 inh = 2; SENP8 block-1 = 0
Entry for c1ccc(C2=Nn3c(nnc3-c3cccs3)SC2)cc1 = SENP7 inh = 8; SENP8 block-2 = 8; SENP6 inh = -1; beta cell repl = 3; UBC13 polyUb = 5; PfG6PD inh = 0; HKDC1 inhibitor = -5; SENP1 inh = 1; SENP8 block-1 = 6
Entry for Cn1c(=O)c2cc(S(=O)(=O)NC(Cc3ccccc3)C(=O)NCc3ccco3)ccc2n(C)c1=O (stereo not drawn) = SENP7 inh = -4; SENP8 block-2 = -14; SENP6 inh = -13; beta cell repl = -1; UBC13 polyUb = 0; PfG6PD inh = 9; HKDC1 inhibitor = -6; SENP1 inh = -3; SENP8 block-1 = 4
